All columns: NCI-60 one-dose screen, growth in % after 48 h at 10 µM unless noted; 100 = growth as untreated, 0 = no growth, -100 = all killed.
NCI-H460 = NCI-H460 lung cancer | 6.8% of 82,000 active | AID 1794736
NCI-H522 = NCI-H522 lung cancer | 8% of 78,000 active
NCI-H23 = NCI-H23 lung cancer; 4% of 80,000 active; AID 1794731
NCI-H322M = NCI-H322M lung cancer; 2.7% of 80,000 active; AID 1794733
NCI/ADR-RES = NCI/ADR-RES ovarian cells | AID 1794790 | 4.4% of 81,000 active
NCI-H226 = NCI-H226 lung cancer | 3.5% of 79,000 active | AID 1794732
COLO 205 = COLO 205 colon cancer | 7.3% of 79,000 active | AID 1794742
HCT-116 = HCT-116 colon cancer; 7.3% of 82,000 active
HCT-15 = HCT-15 colon cancer. AID 1794746. 5.2% of 82,000 active
The depositor's hits bear a star; . = no result given; & = joins results of further samples. The calls were made as follows: active = growth percent below 10; inactive = the rest.

Structure,NCI-H460,NCI-H522,NCI-H23,NCI-H322M,NCI/ADR-RES,NCI-H226,COLO 205,HCT-116,HCT-15
Cc1cnc(SCc2ccc(Cl)cc2)[nH]c1=O,110,88,100,95,110,101,111,107,99
O=C(O)c1ccc(-c2nn(-c3ccc(C(=O)O)cc3)cc2/C=N/NC(=O)c2ccc(O)cc2)cc1,104,98,100,93,104,107,104,94,96
C[C@H]1[C@H](C)CC[C@]2(C(=O)N3CCN(C)CC3)CC[C@]3(C)C(=CC[C@@H]4[C@@]5(C)C/C(=C/c6cccnc6)C(=O)C(C)(C)[C@@H]5CC[C@]43C)[C@H]12,-65*,-79*,-51*,-53*,-75*,-57*,.,-88*,-80*
COc1ccc(/C=C2\CN(C)CC3C2=NN(CCO)C3c2ccc(OC)cc2)cc1 (stereo not given),107,90,96,97,93,.,101,95,89
CCOC(=O)C(C#N)C(c1ccc2c(c1)OCO2)N(CCO)CCO (stereo not given),108,101,101,105,101,98,116,98,104
O=C1c2ccccc2CN1C12CCC3CC(CC(O)(C3)C1)C2 (stereo not given),100,114,94,91,94,97,83,84,90
CC(C)N(C)C1=CC(=O)C(N(C)C(C)C)=CC1=O,.,.,100,143,98,.,110,102,103
O=C(CCCn1c(=O)c2sc3ccccc3c2n2nnc(-c3ccccc3)c12)NCCc1cnc[nH]1,-44*,-72*,-20*,-14*,36,105,-37*,-87*,-63*
N#Cc1c(-c2ccc(F)cc2)nc(N=Nc2c(O)[nH]c3ccc(Br)cc23)[nH]c1=O,105,92,99,101,104,.,110,101,103
c1ccc(-c2nc(N3CCOCC3)c3c4c(sc3n2)CCCCCC4)nc1,34,.,62,73,26,.,68,28,47
COc1cc2c(cc1OC)C(=O)/C(=C/c1cccc(OCC(=O)c3ccccc3)c1)C2,90,48,91,75,50,86,119,65,83
COc1cc(N2C(=O)[C@H](Cl)C2c2ccc(SC)cc2)cc(OC)c1OC (stereo not given in full),5.4*,-7.4*,17,43,-0.9*,54,-46*,-17*,4.6*
COCCn1cc(-c2nc(-c3cn(CCOC)c4ncccc34)cs2)c2cc(F)ccc21,50,33,54,47,64,75,35,62,18
Cn1cc(-c2cc(N)n3nc(-c4cn(C)c5ccc(Cl)cc45)cc3n2)c2cc(Cl)ccc21,71,100,.,86,73,111,119,75,33
COc1ccc(/C=C(/C(=O)c2ccccc2)S(=O)(=O)c2ccc(C)cc2)cc1,88,91,106,86,101,86,109,86,89
CCC(C)[C@H](NC(=S)Nc1cc(C(F)(F)F)cc(C(F)(F)F)c1)C(=O)N1CCC[C@H]1C(=O)N1CCC[C@H]1C(=O)OC (stereo not given in full),89,79,95,97,79,88,96,74,80
Cc1ccc2c(c1)/C(=N/c1nnc(Sc3ccccc3)s1)C(=O)N2,97,88,90,104,94,99,122,97,84
Cc1ccc(/C=C/C2CC(F)CCO2)cc1 (stereo not given),105,93,86,84,104,104,103,94,96
CCCCCCN(CCCCCC)CC(=O)c1ccc2cc(Cl)c3ccccc3c2c1,.,82,96,96,97,89,104,98,105
Cc1ccc(S(=O)(=O)c2nc(S(=O)(=O)c3ccc(C)cc3)c(N3CCC(O)CC3)s2)cc1,46,20,62,77,75,85,98,54,23
Clc1ccc2c(NCCCNC3CCCCC3)ccnc2c1,104,107,112,101,109,108,94,64,85
CN(C)CC/C=C1\c2ccccc2Sc2ccc(Cl)cc21,77,68,80,72,63,102,-40*,36,79
CCC(=O)Oc1ccc2c(c1)CC[C@@H]1[C@@H]2CC[C@]2(C)C[C@H](OC(=O)CC)C[C@@H]12,63,32,79,93,54,100,118,50,39
CCCCC(CC)CNCCOC(=O)c1ccc([N+](=O)[O-])cc1 (stereo not given),109,.,108,90,99,97,103,110,101
CCN(CC)Cc1cc(C=C2C(=O)NC(=O)NC2=O)cc(OC)c1O,109,.,106,100,111,100,111,107,105
O=C(Nc1ccc(Cl)cc1)OCCN1CCOCC1,109,90,103,115,106,101,106,101,95
COc1ccc(N2c3ccccc3C(=O)OC23OC(=O)c2ccccc23)cc1 (stereo not given),104,97,96,84,108,101,111,95,99
CCN(CC)c1ccc(C=O)c(OCc2cn(CC(=O)Nc3ccc(Cl)cc3Cl)nn2)c1,115,101,.,106,101,96,124,105,96
COc1ccc(C2N(c3cc(OC)c(OC)c(OC)c3)C(=O)C2(F)F)cc1F (stereo not given),27,18,38,91,33,76,16,5.8*,19
CCC(N)=O,122,110,107,121,105,119,137,92,113

(continued)
Structure,NCI-H460,NCI-H522,NCI-H23,NCI-H322M,NCI/ADR-RES,NCI-H226,COLO 205,HCT-116,HCT-15
COc1cc(/C=C2\C(=O)OC[C@@H]2Cc2ccc3c(c2)OCO3)ccc1O,104,67,92,96,92,104,98,88,104
OCCNC(c1ccc(Cl)cc1)C(O)c1ccc(Cl)cc1 (stereo not given),93,77,92,81,91,89,106,100,102
CC1C2=C(Nc3ccccc3N1C(=O)C1CCC1)C(C)(C)N(C)C2=O (stereo not given),115,91,99,105,101,108,110,92,96
Cc1ccccc1CO,119,172,104,83,113,100,135,106,115
CCCCCCCCCCCC(=O)[O][Sn]([CH2]CCC)([CH2]CCC)[CH2]CCC,-55*,-96*,.,.,-80*,-66*,-78*,-100*,-87*
COc1cc(-c2nn(-c3ccc(NC(=O)c4cc(Cl)cc(Cl)c4)cc3)cc2-c2ccncc2)ccc1Cl,55,.,88,104,84,107,101,65,23
OC(COc1cccc2ccccc12)CN1CCCCC1 (stereo not given),101,95,87,100,91,80,97,91,102
COc1ccc(S(=O)(=O)NCCCNc2nccc(-c3[nH]c(-c4ccccc4)nc3-c3ccc(F)c(O)c3)n2)cc1,107,100,109,115,108,105,106,100,103
CNC(=O)c1ccc([N+](=O)[O-])cc1,103,111,106,.,109,94,102,102,102
C#CCN1C(=O)c2cccc3c(/C=C/CN4C(=O)c5cccc6cccc(c56)C4=O)ccc(c23)C1=O,101,95,97,96,100,102,90,92,92
COc1ccc(C2=Nc3c(N)nc(N)nc3NC(c3ccc(Oc4nc(NCCO)nc(N5CCOCC5)n4)c(OC)c3)C2)cc1 (stereo not given),106,102,104,88,109,104,121,112,106
O=C1CC2C(/C=N/NC(=O)c3ccncc3)C(C[C@@H]2Cl)O1 (stereo not given in full),98,82,99,91,104,95,105,94,100
CC1(Cc2ccccc2)CC2=C(C(=O)O1)C(c1ccccc1)NC(=O)N2 (stereo not given),110,95,100,99,106,101,106,87,106
O=c1[nH]c(NCCc2cc3cc(F)ccc3[nH]2)nc2sc3c(c12)CCCC3,27,58,100,95,83,72,62,31,31
COc1ccc(C2Nc3ncnc(N)c3N=C3c4ccccc4C(=O)C32)cc1 (stereo not given),104,101,101,101,105,.,93,96,89
COc1cc(-c2c(NC(C)(C)C)nc3c(OCCc4ccccc4)cccn23)cc(OC)c1OC,82,71,.,87,61,75,112,55,38
COc1ccc(/C=c2\[nH]c3nc4c(c(-c5ccccc5)cn4-c4ccccc4)c(=N)n3c2=O)cc1,103,76,94,105,98,93,98,91,102
O=C(O)/C=C/C(=O)Nc1ccc(C(=O)O)cc1,107,74,92,99,94,84,112,98,98
CCOC(=O)NCCCCCCl,107,.,106,88,105,101,103,97,110
NC(=O)N1N=C(c2ccc(Cl)cc2)CC1c1cn(-c2ccccc2)nc1-c1ccc(F)cc1 (stereo not given),105,70,94,94,91,107,101,87,85
COc1cc(N2C(=O)C=CC2=O)ccc1N1C(=O)C=CC1=O,104,-60*,105,116,106,105,53,107,109
COc1cc2ncnc(Nc3ccc(O)cc3)c2cc1OC,103,11,104,12,91,95,115,75,96
Cc1ccccc1C(=O)NC1CCCCC1,108,85,95,98,100,100,.,103,105
N#Cc1c(-c2ccc(F)cc2)nc(SCc2ccc(F)cc2)nc1N1CCN(c2ccccc2)CC1,96,90,101,99,100,94,102,88,92
Nc1c(Cl)cc(C(=O)O)cc1Cl,.,112,102,104,105,99,109,102,100
CC(=O)N(CC(=O)O)c1ccccc1,103&106,98&95,95&98,130&102,97&102,97&101,115&106,103&91,111&101
Nc1c(C(=O)Nc2ccc(F)cc2)sc2nc3c(cc12)C(=O)CCC3,74,74,92,84,94,99,56,103,73
CCOC(=O)C1=C(CC)NC(=O)N(C)C1c1ccccc1 (stereo not given),107,91,99,103,99,89,98,87,101
CSC1=C(N)C(=O)c2[nH]cc(CO)c2C1=N,-59*,-43*,-29*,-97*,-23*,-65*,-78*,-87*,-89*
O=S1(=O)CCN(C2CCCC2)CC1,102,117,100,109,103,108,.,102,101

3 records picked at random from those above:
Structure,NCI-H460,NCI-H522,NCI-H23,NCI-H322M,NCI/ADR-RES,NCI-H226,COLO 205,HCT-116,HCT-15
O=c1[nH]c(NCCc2cc3cc(F)ccc3[nH]2)nc2sc3c(c12)CCCC3,27,58,100,95,83,72,62,31,31
CC1(Cc2ccccc2)CC2=C(C(=O)O1)C(c1ccccc1)NC(=O)N2 (stereo not given),110,95,100,99,106,101,106,87,106
OC(COc1cccc2ccccc12)CN1CCCCC1 (stereo not given),101,95,87,100,91,80,97,91,102

Remaining list, next part
Structure,NCI-H460,NCI-H522,NCI-H23,NCI-H322M,NCI/ADR-RES,NCI-H226,COLO 205,HCT-116,HCT-15
O=C(CN1CCN(c2ncnc3c2cnn3-c2ccccc2)CC1)Nc1ccc(Cl)cc1,53,-83*,.,79,48,68,57,52,45
CC(CN1CC2CCC(C1)O2)OC(=O)c1ccccc1 (stereo not given),106,98,107,99,113,104,114,99,101
CCSc1nnc2c(/C=C/c3ccccc3O)nc3ccccc3n12,48,51,.,72,55,62,108,52,51
Fc1ccccc1-c1cnn2cc(-c3ccccc3)cnc12,98,98,96,96,95,94,118,91,90
ClC(Cl)(Cl)C1OCCO1,106,.,103,97,107,98,120,102,95
Cc1ccc(-c2nc3nc(-c4ccccc4)nc(N4CCN(S(=O)(=O)c5ccccc5)CC4)c3o2)cc1,73,73,88,101,86,77,125,65,103
Cc1ccc(-c2cc(-c3ccccc3)[nH]c(=O)c2C#N)s1,99,91,95,94,101,103,114,101,98
O=C(CCN1CCCCC1)CCN1CCCCC1,104,90,101,102,101,93,109,109,100
CN1CCN(c2c(F)cc(NC3=C(Cl)C(=O)c4ncccc4C3=O)cc2F)CC1,107,-9.6*,83,108,90,97,65,-11*,63
COc1ccc2c(c1OC)CN(C(=O)C(C)(O)COC(C)=O)C(=O)O2 (stereo not given),103,92,95,104,103,98,114,100,103
Nc1ccc(N)c(Cl)c1,109,.,98,103,99,96,101,106,95
CC(=O)c1cc2c(cc1C)C(C)(C)CC(C)C2(C)C (stereo not given),109,84,95,98,106,95,106,90,99
CCOc1ccccc1-n1c(CN2CCN(C(=O)COc3ccc(CNCCCCCCN4C5CCCC4CC(OC(=O)Nc4cc(C)ccc4OC)C5)cc3)CC2)nc2ccccc2c1=O (stereo not given),-91*,-87*,-83*,-98*,67,-73*,-85*,-92*,-84*
COc1ccc(Cc2nn(CC(=O)N/N=C/c3ccc(Br)cc3)c(=O)c3c(C)noc23)cc1,9.4*,29,.,63,41,55,52,0.5*,64
N=C(N)c1ccc(O)cc1,111,94,99,96,105,106,106,107,97
Cn1cc([C@@H]2Nc3ccc4[nH]ncc4c3[C@H]3[C@H]4CCC(C4)[C@H]32)c(C(F)(F)F)n1,28,2.5*,91,90,31,.,53,28,31
C=CC(=O)N[C@@H](Cc1ccc(-c2cc(Cl)cc(Cl)c2)cc1)[C@@H](O)[C@H](O)C(=O)O,105,68,100,105,96,85,.,92,104
NCC[C@@H](N)C[C@H]1O[C@@H](n2cnc3c(N)ncnc32)[C@H](O)[C@@H]1O,104,.,106,104,104,.,109,87,99
Oc1cccc(C=Nc2ccc(Nc3ncnc4sc5c(c34)CCN(Cc3ccccc3)C5)cc2)c1,108,99,97,92,97,98,119,105,106
CC(=O)Nc1cccc(Nc2nc(-c3ccccc3)n3ncc(C#N)c3n2)c1,90,56,78,83,78,84,.,63,71
Cc1ccc(N=C2CSc3nnc(-c4csc5c4CCCC5)n3N2)cc1,12,29,41,58,1.2*,70,-5.0*,14,23
Oc1c(N=Nc2nn[nH]n2)ccc2ccccc12,73,.,73,58,96,81,54,77,68
Cc1ccc(S(=O)(=O)N(CCc2ccc(Cl)cc2)S(=O)(=O)c2ccc(C)cc2)cc1,101,77,91,93,88,75,111,93,94

2 compounds from above, reduced to NCI-H23 and NCI/ADR-RES.
SMILES	NCI-H23	NCI/ADR-RES
C=CC(=O)N[C@@H](Cc1ccc(-c2cc(Cl)cc(Cl)c2)cc1)[C@@H](O)[C@H](O)C(=O)O	100	96
NCC[C@@H](N)C[C@H]1O[C@@H](n2cnc3c(N)ncnc32)[C@H](O)[C@@H]1O	106	104

Copied from the list:
CCOc1ccccc1-n1c(CN2CCN(C(=O)COc3ccc(CNCCCCCCN4C5CCCC4CC(OC(=O)Nc4cc(C)ccc4OC)C5)cc3)CC2)nc2ccccc2c1=O (stereo not given) in NCI-H23 is listed with -83*
CC(CN1CC2CCC(C1)O2)OC(=O)c1ccccc1 (stereo not given) in NCI-H322M is listed with 99
CN1CCN(c2c(F)cc(NC3=C(Cl)C(=O)c4ncccc4C3=O)cc2F)CC1 in COLO 205 is listed with 65
